TDP1 inh = qHTS Assay for Inhibitors of Tyrosyl-DNA Phosphodiesterase (TDP1); recombinant TDP1, AlphaScreen DNA substrate cleavage; Potency, µM (top dose mostly 130 µM), inactives show at the top dose activity change, negative = inhibition, hits mostly inhibitors; 350,000 compounds, 0.28% hits; note: nearly all actives have a fitted effect of over 40% in size
Target sequence (Q9NUW8 whole entry, looked up): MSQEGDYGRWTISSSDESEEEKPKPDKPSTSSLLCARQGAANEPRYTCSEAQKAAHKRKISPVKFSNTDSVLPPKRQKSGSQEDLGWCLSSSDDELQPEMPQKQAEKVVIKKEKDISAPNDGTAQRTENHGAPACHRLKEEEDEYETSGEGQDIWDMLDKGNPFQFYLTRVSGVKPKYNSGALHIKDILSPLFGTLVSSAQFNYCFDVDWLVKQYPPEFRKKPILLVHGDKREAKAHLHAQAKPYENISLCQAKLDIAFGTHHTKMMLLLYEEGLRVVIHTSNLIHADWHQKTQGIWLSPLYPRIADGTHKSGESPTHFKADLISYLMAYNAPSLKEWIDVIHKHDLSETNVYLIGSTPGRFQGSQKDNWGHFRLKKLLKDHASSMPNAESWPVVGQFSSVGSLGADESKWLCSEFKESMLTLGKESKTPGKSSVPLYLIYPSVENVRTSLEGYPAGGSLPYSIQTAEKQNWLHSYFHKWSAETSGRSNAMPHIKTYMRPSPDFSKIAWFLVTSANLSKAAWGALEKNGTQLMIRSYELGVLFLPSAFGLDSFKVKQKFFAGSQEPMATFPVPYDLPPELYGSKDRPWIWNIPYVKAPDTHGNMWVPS
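Compounds were preincubated with Tdp1 (1 nM final) for 15 min at room temperature before substrate (15 nM final) started a 5 min reaction; beads (10 ug/ml final) were then added for 10 min before AlphaScreen detection.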
DT40 TDP1 CPT = qHTS for Inhibitors of human tyrosyl-DNA phosphodiesterase 1 (TDP1): qHTS in cells in presence of CPT | chicken DT40 Tdp1-/-;hTDP1 cells + 20 nM CPT, ATP luminescence, 48 h | 420,000 compounds, 12% hits | Potency, µM (series often up to 46.2 µM), inactives show top-dose activity change, negative = growth inhibition, hits mostly inhibitors | AID 686979, 2013; note: nearly all actives have a fitted effect of over 55% in size
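Chicken DT40 Tdp1-/- cells complemented with human TDP1, 400 cells/well, exposed to compounds plus 20 nM camptothecin for at least 48 h at 37 C; viability read as ATP content by CellTiter-Glo luminescence.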
TDP1 cell noCPT = qHTS for Inhibitors of human tyrosyl-DNA phosphodiesterase 1 (TDP1): qHTS in cells in absence of CPT | DT40 Tdp1-/- hTDP1 cells, no CPT, ATP luminescence, 48 h | Potency, µM (series often up to 46.2 µM), for the others: at the top dose activity change, negative = growth inhibition, actives largely listed as inhibitors | 420,000 compounds, 15% hits; note: nearly all actives have a fitted effect of over 55% in size
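Readout: luminescence from CellTiter-Glo after 30 min in the dark at RT. Cells: DT40 Tdp1-/- with stable hTDP1, 400/well. Exposure: compounds alone, ≥48 hr, 37 °C.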
An asterisk follows results filed as active; ? = inconclusive; . = not tested or not shown; & = joins results of further samples; [ ] = remark or other dose. Calls come from the whole dose curve; as a rule, active = well fitted curve in the direction sought with a large enough effect; inconclusive = small, poorly fitted or top-dose-only effect, or another doubt; inactive = no such curve, though single readings can be large; an effect the other way counts as inactive or inconclusive. % is set by controls: 0 for no effect and ±100 for the full control effect; potency is the fitted concentration of half-maximal effect.

| structure | TDP1 inh | DT40 TDP1 CPT | TDP1 cell noCPT |
| --- | --- | --- | --- |
| COCc1cc(N2CCOCC2)nc(SCc2ccc(Cl)cc2)n1 | -8% | -18% | -26% |
| CC(C)C(=O)Nc1nnc(CCN2CCOCC2)s1 | 3% | -25% | -1% |
| COc1cccc(C2C(C(=O)Nc3ccc(Cl)cc3)=C(C)Nc3c(C(=O)Nc4ccccc4)cnn32)c1OC (stereo not given) | 3% | 23µM* | ? |
| CCOC(=O)N1CCN(C(=O)c2ccc3c(Cl)c4c(nc3c2)CCCC4)CC1 | 2% | ? | ? |
| O=C(NCc1ccccc1)/C(=C\c1ccc(O)cc1)NC(=O)c1ccco1 | 0% | 4% | -13% |
| COc1cc2nc(N(C)C)c(CNCc3cccc4ccccc34)cc2c(OC)c1OC | . | -6%[9.04 µM] | ? |
| CC1=CC(=C(C#N)c2nc3ccccc3s2)C=C(C)N1c1ccc(F)cc1F | -8% | ? | 18µM* |
| Cn1nc(-c2ccc(N3CCN(CCO)CC3)c([N+](=O)[O-])c2)c2ccccc2c1=O | 2% | 17% | ? |
| CCN1CCN(C(=O)c2ccc3c(c2)N(Cc2ccc(F)cc2)C(=O)c2ccccc2S3(=O)=O)CC1 | 1% | ? | ? |
| COC(=O)C(NC(=O)c1ccc(C)cc1)(Nc1cccc(C)n1)C(F)(F)F (stereo not given) | -2% | -17% | ? |
| Cc1cc(C)c2c(N)c(C(=O)c3ccc(Br)cc3)oc2n1 | 5% | ? | ? |
| Cc1cc(C(=O)C(C)OC(=O)c2ccc(NC(=O)CC#N)cc2)c(C)n1-c1ccc(OC(F)F)cc1 (stereo not given) | 1% | 23µM* | 12µM* |
| O=c1[nH]snc1N1CCOCC1 | 8% | -14% | -26% |
| CCC(=O)N(CCc1ccccc1)Cc1cc2cc(C)ccc2[nH]c1=O | . | -26% | -20% |
| CCOC(=O)CSc1ncnc2c(C(=O)OCC)c3n(c12)CCC3 | 1% | -1% | -2% |
| COc1cccc(C2NC(c3cccc(OC)c3O)C(C)C(=O)C2C)c1O (stereo not given) | -2% | ? | ? |
| Cc1c(C)n2c(SCC(=O)N3CCCC3)nnc2[nH]c1=O | . | -3% | 0% |
| COCCCNCC#CCOc1ccc(OC)cc1 | 0% | ? | ? |
| O=C(CCNc1ccc(F)c(Cl)c1)c1ccco1 | 4% | 3.7µM* | 6.5µM* |
| C=CCNC(=O)c1c(CS(=O)(=O)c2ccccc2)noc1C(=O)NCc1ccccc1 | -4% | 6% | 14% |
| Cc1cccnc1NC(=O)Nc1cccs1 | 1% | -8% | -2% |
| C=CCc1cc(Cl)ccc1OCCOCCN(C)C | -3% | ? | ? |
| COC(=O)c1ccc(COn2c(=O)c(C)[n+]([O-])c3ccccc32)cc1 | 4% | -27% | -5% |
| CCOC(=O)c1cc(S(=O)(=O)N2CCN(Cc3ccccc3)CC2)cn1C | . | ? | ? |
| CCc1ccc(CN2CCC(n3nccc3NC(=O)c3cccc(F)c3)CC2)cc1 | 3% | ? | ? |
| Cc1ccc(NC(=O)c2ccc(Cl)c(S(=O)(=O)NCC3CCCO3)c2)c(O)c1 (stereo not given) | 0% | 5% | ? |
| CCOc1ccc(S(=O)(=O)n2c([N+](=O)[O-])cnc2C)c(C)c1C | 4% | -9% | 16% |
| COc1cccc(CN2CCC(C(=O)Nc3ccc(Oc4cccnc4)cc3)CC2)c1 | 5% | ? | ? |
| COc1ccc(C2=Nc3ccccc3N(C(=O)c3cccnc3)C2C(=O)NC(C)(C)C)cc1 (stereo not given) | . | 9% | -7% |
| O=C(NCC1CC1)C1(S(=O)(=O)c2ccccc2)CC=CC1 | . | -26% | 1% |
| Cc1cc(OCCN2CCCC2)ccc1[N+](=O)[O-] | -5% | -4% | -15% |
| COc1cccc(NC(=S)NC(=O)c2c(Cl)c(C)nn2C)c1 | 3% | 4% | -8% |
| CCOC(=O)C1CCN(C(=O)CC(C)S(=O)(=O)c2ccc3c(c2)NC(=O)CO3)CC1 (stereo not given) | 1% | -4% | 12% |
| CC1=C[C@@H](C)[C@@H](c2ccccc2)OC1=O | 7% | 3% | 30% |
| COC(=O)CCNC(=O)c1ccc2[nH]c(C)c(C)c2c1 | 2% | -14% | -10% |
| COC(=O)c1c(NC(=O)/C(C#N)=C/c2ccccc2)sc2c1CCC2 | 2%[2.28 µM] | 8% | 2% |

The closing six entries of the part above come first, to join the parts.
| structure | TDP1 inh | DT40 TDP1 CPT | TDP1 cell noCPT |
| --- | --- | --- | --- |
| Cc1cc(OCCN2CCCC2)ccc1[N+](=O)[O-] | -5% | -4% | -15% |
| COc1cccc(NC(=S)NC(=O)c2c(Cl)c(C)nn2C)c1 | 3% | 4% | -8% |
| CCOC(=O)C1CCN(C(=O)CC(C)S(=O)(=O)c2ccc3c(c2)NC(=O)CO3)CC1 (stereo not given) | 1% | -4% | 12% |
| CC1=C[C@@H](C)[C@@H](c2ccccc2)OC1=O | 7% | 3% | 30% |
| COC(=O)CCNC(=O)c1ccc2[nH]c(C)c(C)c2c1 | 2% | -14% | -10% |
| COC(=O)c1c(NC(=O)/C(C#N)=C/c2ccccc2)sc2c1CCC2 | 2%[2.28 µM] | 8% | 2% |
| Cc1cccc(-c2c3c(=O)n(C)c(=O)n(C)c3cn2C(C)C)c1 | 10% | 16µM* | 21µM* |
| O=C(c1ccc(-c2ccccc2)cc1)c1ccccc1C(=O)N1CCOCC1 | -1% | ? | ? |
| COCCNC(=O)c1sc2nc(-c3ccccc3)cn2c1C | 4% | -2% | -5% |
| CS(=O)(=O)NCCSc1cc(C(F)(F)F)nc2ccccc12 | 5% | 8% | ? |
| COc1ccccc1NS(=O)(=O)c1ccc(/C=C/C(=O)N2CCN(C(C)=O)CC2)cc1 | 2% | -6% | 3% |
| CC(C)(C)C1=C(C#N)C(c2cc3c(cc2Br)OCO3)C(C#N)=C(N)O1 (stereo not given) | 0% | -22% | -19% |
| CCOC(=O)N(C)c1ccc(C(O)(C(F)(F)F)C(F)(F)F)cc1 | 0% | ? | ? |
| Cc1nn(C(C)C(=O)NCc2ccc(OC(C)C)cc2)c(=O)c2c1sc1ccccc12 (stereo not given) | 3% | ? | ? |
| CCc1noc(C)c1C(=O)OCC(=O)N(CC)c1c(N)n(Cc2ccccc2)c(=O)[nH]c1=O | . | 0% | 3% |
| COc1cccc(C(=O)Nn2c(-c3cccs3)nc3ccccc3c2=O)c1OC | -3% | -20% | ? |
| COc1ccc(CN(Cc2ccco2)S(=O)(=O)c2ccc(S(=O)(=O)N3CCCC3)cc2)cc1 | 5% | ? | ? |
| CC(=O)N1CCc2c(sc3c2c(=O)n(-c2cc(Cl)ccc2C)c(=O)n3C)C1 | 1% | 0% | -9% |
| Cc1ccc2c(c1)c1c3n2CCN(C(=O)C2CC2)C3CCC1 (stereo not given) | 5% | ? | ? |
| COc1cccc(Cn2ccn(-c3ccc(F)cc3)c(=O)c2=O)c1 | -1% | -4% | 1% |
| Cc1ccc(C(=O)Cc2ccccc2)cc1 | . | 9% | 15% |
| Cc1c(N)cccc1-n1cccc1 | 0% | 0% | -4% |
| O=S(=O)(/N=C(/Nc1ccccc1)c1ccccc1O)c1ccccc1 | -8% | -1% | -6% |
| CC(NC(=O)CNC(=O)OCc1ccccc1)C(=O)N1CC(O)CC1C(=O)OCc1ccccc1 (stereo not given) | 6% | ? | ? |
| CCN(C[C@H]1N[C@@](CC)(C(=O)OC)[C@H]2C(=O)N(C)C(=O)[C@@H]12)C(=O)Nc1ccc(Cl)cc1 | 1% | -14% | -11% |
| COc1cc(Nc2cc(C)nc3ncnn23)cc(OC)c1 | 5% | -21% | -19% |
| CCCCCCCOC(=O)c1nc(Cl)c(Cl)c(N)c1Cl | -3% | 17% | -23% |
| Cc1ccc(NC(=O)c2cc(N3C(=O)CCC3=O)ccc2N2CCCCC2)cc1 | 5% | -9% | -33% |
| O=C(Nc1ccc(O)cc1)/C(=C/c1ccco1)NC(=O)c1ccccc1 | . | -8% | -15% |
| Cc1cc(C)n(-c2ccc(Cl)c(C(=O)O)c2)n1 | 0% | 8% | -5% |
| CCc1ccccc1NC(=O)N1CCN(c2nnc(C)c3c(C)n(-c4ccccc4)nc23)CC1 | -3% | ? | 21µM* |
| CCOC(=O)C1CCN(C(=O)Nc2cc(Cl)cc(Cl)c2)CC1 | . | 18µM* | ? |
| CC(=O)CC(c1ccccc1)S(=O)(=O)c1ccc([N+](=O)[O-])cc1 (stereo not given) | . | -2% | 2% |
| O=C(NC(=O)c1cnccc1C(F)(F)F)Nc1ccccc1 | -5% | 3% | 5% |
| O=C(NC1CCCCC1)C1CCC(=O)N(C2CC2)C1 (stereo not given) | 2% | 22% | 24% |
| O=C(O)c1cc(-c2ccc(O)cc2)on1 | 7% | 15% | -4% |
| O/N=C/c1nc2cc(Cl)ccc2o1 | 1% | -4% | 1% |
| COc1cccc(OC)c1C(=O)N1CCOCC1 | -8%[56.1 µM] | -25% | -20% |
| CCCN(CC(=O)Nc1ccccc1OC)Cc1c(O)ccc2ccccc12 | 3% | 3% | -7% |
| CCOc1ccc(C(=O)Nc2ccc(N3CCN(C)CC3)cc2)cc1[N+](=O)[O-] | 5% | -21% | -27% |
| CCNC(=O)/C(C#N)=C/c1c(N2CCN(c3ccccc3)CC2)nc2ccccn2c1=O | . | ? | ? |
| COc1ccc2c(c1)c1c(c(=O)n(-c3ccccc3C)c(=O)n1CC(=O)Nc1c(C)cccc1C)n2C | 0% | 7.3µM* | 9.2µM* |
| O=C(O)C(Cc1ccccc1)N1C(=O)C2C3CCC(C3)C2C1=O (stereo not given) | . | -16% | -6% |
| CC1CCN(CC(O)Cn2c3ccccc3c3ccccc32)CC1 (stereo not given) | 3% | -23% | ? |
| NC(Cc1ccccc1)c1csc(NC(=O)Nc2ccccc2Oc2ccccc2)n1 (stereo not given) | . | -110% | 21µM* |
| COc1ccc(S(=O)(=O)N2CCN(c3ccccc3OC)CC2)cc1C(=O)N1CCCCC1 | 10% | ? | ? |
| COc1ccc(N2CCN(c3ncnc4c3nnn4Cc3ccccc3Cl)CC2)cc1 | -3% | ? | ? |
| COc1ccc(S(=O)(=O)Nc2c(C(=O)O)[nH]c3ccc(OC)cc23)c(OC)c1 | 14% | 1% | -17% |
| CC(C)C(=O)NC(=S)/C=C1/N(C)c2ccccc2C1(C)C | 9% | 18µM* | 8.2µM* |
| CCCOc1ccc(/C(O)=C2/C(=O)C(=O)N(CCCn3ccnc3)C2c2cccnc2)cc1 (stereo not given) | . | 18% | -12% |
| COc1ccccc1CNS(=O)(=O)c1ccc2c(c1)N(C(C)=O)CC(C)S2 (stereo not given) | 6% | 3% | ? |
| COc1cc(-c2noc(CSc3nc(-c4ccccc4)cc(=O)[nH]3)n2)cc(OC)c1OC | 0% | -8% | -22% |
| COc1cccc(-c2nnc(SCC(=O)N3CCOCC3)o2)c1 | 4% | -20% | -23% |
| CC1(C(=O)O)C=CC2(CCCCC2)N1C(=O)c1ccccc1 (stereo not given) | 3% | -8% | -1% |
| CCn1cc(C(=O)N[C@@H](C)C(=O)NCCCN2CCOCC2)c(=O)c2cc3c(cc21)OCO3 | -6% | -1% | 0% |
| CC(=O)N1CCc2cc(Br)cc(S(=O)(=O)CCC(=O)Nc3ccc(C)cc3Cl)c21 | -3% | -2% | -23% |
| C=CCNC(=O)C1CC(=O)N(c2ccc(OCC(=O)NCc3ccccc3)cc2)C1 (stereo not given) | 2% | -10% | -6% |
| Cc1nn(-c2ccc(N3CCOCC3)nn2)c(C)c1CCC(=O)NCc1ccccc1F | 11%&-1% | -12%&-22% | -1%&-10% |
| CCCCn1c(N)c(N(CCOC)C(=O)c2ccc(S(=O)(=O)N3CCC(C)CC3)cc2)c(=O)[nH]c1=O | -9% | -13% | -14% |
| CN(N)C(=S)Nc1ccc(F)cc1 | 1% | -11% | 2% |
| Cc1cc(OCC(=O)NNC(=S)NCC2CCCO2)cc(C)c1Cl (stereo not given) | 1% | ? | ? |
| Cc1ccccc1NC(=O)c1cccc(C(=O)Nc2ccccc2C)n1 | 2% | -15% | ? |
| CCOC(=O)c1c(C)c2c(n1C)CCC/C2=N\O | 3% | 1% | -28% |
| Cc1ccc(C)c(/C=C2\CCn3c2nc2cc(C(=O)O)ccc2c3=O)c1 | . | -17% | ? |
| Cc1cccnc1NC1CCCCC1 | 2% | -4% | 2% |
| Cn1c(=O)n(C)c2cc(S(=O)(=O)N3CCOCC3)ccc21 | -1% | 5% | -19% |
| CCN1CCCC1CN(Cc1cc2cc(C)ccc2[nH]c1=O)C(=O)Nc1ccccc1OC (stereo not given) | 0% | ? | 21µM* |
| NC(=O)c1ccccc1NS(=O)(=O)c1ccc(F)cc1 | -8% | -6% | -13% |
| C=C(C)C(=O)OC[C@@H]1CCC[N@+]2(C)CCCCC12 (stereo not given in full) | -5% | 2%[9.04 µM] | 4%[9.04 µM] |

Rows are unselected; about 18% have a hit in one of these screens.
